PhoP GFP inhibition = PhoP regulon inhibitors, Salmonella typhi PhoP promoter GFP reporter, confirmatory (AID 1850); Salmonella Typhi PhoP-promoter GFP reporter, fluorescence, 4 h; higher % means a stronger effect; inhibition, % at 50 µM, or IC50 in µM where a hit was titrated; hit rate 0.33% among 310,000; in the data active = a potency from the dose series; inconclusive = inhibition mostly from about 25% at the one dose, without a potency; inactive = the rest, 99 in 100 with inhibition below about 19%;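 note: 0% = induced wells with vehicle and 100% = uninduced wells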
H37Rv inhibition = M. tuberculosis growth inhibition, HTS (AID 449762); M. tuberculosis H37Rv growth inhibition, 7H9 media; higher % means a stronger effect; inhibition, % at 25 µM; hits with a dose series show IC50 in µM; hit rate 0.59% among 330,000; in the data active = a potency from the dose series; inconclusive = inhibition above about 70% without an active follow-up result;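 note: bacterial growth assessed after seven days of incubation; strong numbers were not always called active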
tuberculosis growth = growth inhibition of non-replicating M. tuberculosis (AID 488890) | Mycobacterium tuberculosis non-replicating, growth inhibition; higher % means a stronger effect | inhibition, % at 25 µM, or IC50 in µM where a hit was titrated | hit rate 0.39% among 320,000; in the data active = a potency from the dose series; inconclusive = inhibition mostly from about 82% at the one dose, without a potency; inactive = the rest, 99 in 100 with inhibition below about 76%;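 note: plate controls were DMSO cells for no effect and high antibiotic wells for full effect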
H1N1 NS1A inhibition = NS1A inhibition, H1N1 influenza, cell based functional assay (AID 504329) | NS1A functional cell-based assay, percent inhibition; higher % means a stronger effect | hit rate 0.3% among 340,000 | inhibition, % at 12.5 µM, or IC50 in µM where a hit was titrated; in the data active = a potency from the dose series; inconclusive = inhibition above about 27% without an active follow-up result; note: strong numbers were not always called active
inhibitors of VEEV = inhibitors of VEEV TC-83 cytopathic effect, confirmation, Vero cells (AID 588727) | Vero cells, VEEV TC-83 cytopathic effect inhibition; higher % means a stronger effect | inhibition, % at 20 µM, or IC50 in µM where a hit was titrated | hit rate 0.13% among 350,000; in the data active = a potency from the dose series; inconclusive = inhibition mostly from about 14% at the one dose, without a potency; inactive = the rest, 99 in 100 with inhibition below about 12%; note: strong numbers were not always called active
inhibitors of VEEV 10K pilot screen = further read-out of inhibitors of VEEV, marked with its call; inhibition, %; measured here: 10K pilot screen inhibition
The depositor's hits bear a star; i = inactive; ? = inconclusive; / = not tested or not shown.

SMILES | PhoP GFP inhibition | H37Rv inhibition | tuberculosis growth | H1N1 NS1A inhibition | inhibitors of VEEV | others
COc1cccc(NC(=O)CN(C)C(=O)c2ccccc2Sc2ccccc2C#N)c1 | / | -24% | -3% | 3% | 1.0%
O=C(N/N=C/c1cccc(O)c1)c1ccccc1O | 23% | -11% | 24% | -4% | 2.8%
COc1ccc(NC(=S)NNc2ccc([N+](=O)[O-])cc2S(=O)(=O)Nc2ccc(C)cc2C)cc1 | -12% | 2% | 38% | 17% | 6.2%
CCOC(=O)CNC(=O)Cn1cnc2ccc(S(=O)(=O)N3CCC(C)CC3)cc2c1=O | 5% | -6% | -4% | 9% | 0.3%
Cc1nc2sccn2c(=O)c1S(=O)(=O)NCC1CCN(Cc2ccccc2Cl)CC1 | -7% | 2% | 4% | 18% | 1.2%
COc1ccc(S(=O)(=O)N2CCOCC2)cc1NC(=O)c1cc(=O)[nH]c2ccccc12 | / | -2% | 29% | 1% | 3.1%
CC(C)(C)N1C(=O)[C@H]2[C@@H](c3ccc(Br)cc3)N3C(=O)N(c4ccccc4)C(=O)[C@@]3(C)[C@H]2C1=O | 2% | 0% | 16% | -8% | i
CC(C)c1nnc(NC(=O)C2CC(=O)N(CCc3ccc(F)cc3)C2)s1 (stereo not drawn) | 3% | 10% | -1% | 5% | 1.4%
Cc1nn(C)c(C)c1NS(=O)(=O)c1ccc(OC(F)(F)F)cc1 | 4% | 0% | 2% | -3% | 1.8%
O=C1CC(N2CC=C(c3ccc(F)cc3)CC2)C(=O)N1c1ccc(F)cc1 (stereo not drawn) | 4% | -14% | 31% | -10% | 2.4%
C/C(=N\N1CCN(C2c3ccccc3-c3ccccc32)CC1)c1cccnc1 | 2% | 2% | 15% | 1% | 1.8%
COc1ccc(C(N)=O)cc1NC(=O)CC(O)(C(F)(F)F)C(F)(F)F | -14% | -2% | 4% | 4% | i
COc1ccc(C2=NOC(COC(=O)c3ccc4ccccc4n3)C2)cc1 (stereo not drawn) | -6% | ? | 5.4µM* | -1% | 0.9%
C[C@H](CO)N1C[C@H](C)[C@H](CN(C)C(=O)Nc2ccc(C(F)(F)F)cc2)Oc2c(NC(=O)c3ccncc3)cccc2C1=O | / | -6% | 64% | 10% | 0.1%
COc1cccc(NC(=S)N2CCC(C(=O)c3ccc(F)cc3)CC2)c1 | / | / | / | -4% | 1.1%
Cc1ccc(S(=O)(=O)N2N=C3CCCCC3C2(O)C(F)(F)F)cc1 (stereo not drawn) | 10% | 13% | 18% | 3% | 0.1%
CCOc1ccc(CCN2C(=O)c3cccnc3C2=O)cc1OCC | -8% | 2% | -19% | 17% | i
CCN(CC(=O)Nc1ccc(NC(C)=O)cc1)C(=O)C1CCCC1 | / | -3% | 10% | -21% | i
CCOC(=O)C1=C(c2ccccc2)NC(=O)NC1c1cc(OC)c(OC)cc1OC (stereo not drawn) | -4% | -4% | -1% | 0% | i
C[C@H](NC(=O)c1nc[nH]c1C(=O)N1CCNCC1)C(=O)OC(C)(C)C | -4% | 1% | -4% | 0% | 0.6%
Cn1c(=O)c2c(nc(N/N=C/c3cccs3)n2Cc2ccc(Br)cc2)n(C)c1=O | 3% | 8% | -9% | 2% | 1.0%
CCNc1nc2ccccc2[nH]1 | 19% | -7% | 12% | 1% | 1.3%
CCCCc1cc(=O)oc2cc(C)cc(OCC(=O)N3CCC(C(=O)O)CC3)c12 | -9% | -16% | -17% | 5% | 0.1%
CN(C)C(=S)SCC(=O)NCc1ccc(F)cc1 | 5% | 7% | 65% | -3% | 1.4%
CC1=NN(C(=O)c2ccccc2Cl)C(O)(c2ccccc2)C1 (stereo not drawn) | -1% | 5% | 1.4µM* | -3% | 0.6%
FC(F)(F)c1cccc(NC(=S)N2CCN(c3ccccc3)CC2)c1 | -5% | 1% | 7% | -16% | 1.8%
CCOc1ccccc1Nc1nnc(SCC(=O)Nc2nc(-c3ccc(OC)cc3)cs2)s1 | 4% | 6% | -2% | -1% | 1.9%
CCC(=O)Nc1ccc(C(=O)N2CCN(C(=O)c3ccco3)CC2)cc1 | -6% | 3% | -29% | -8% | 2.9%
O=CNC(=O)c1ccccc1C(=O)O | 5% | -3% | 1% | 6% | 0.2%
O=C(C1CCCN(S(=O)(=O)c2ccc(F)cc2)C1)N1CCCCCC1 (stereo not drawn) | -2% | -11% | 0% | 0% | 0.7%

A draw from above in order of SMILES length, lowest first:
SMILES | PhoP GFP inhibition | H37Rv inhibition | tuberculosis growth | H1N1 NS1A inhibition | inhibitors of VEEV | others
CCNc1nc2ccccc2[nH]1 | 19% | -7% | 12% | 1% | 1.3%
O=CNC(=O)c1ccccc1C(=O)O | 5% | -3% | 1% | 6% | 0.2%
CN(C)C(=S)SCC(=O)NCc1ccc(F)cc1 | 5% | 7% | 65% | -3% | 1.4%
CCOc1ccc(CCN2C(=O)c3cccnc3C2=O)cc1OCC | -8% | 2% | -19% | 17% | i
CC1=NN(C(=O)c2ccccc2Cl)C(O)(c2ccccc2)C1 (stereo not drawn) | -1% | 5% | 1.4µM* | -3% | 0.6%
CCN(CC(=O)Nc1ccc(NC(C)=O)cc1)C(=O)C1CCCC1 | / | -3% | 10% | -21% | i
FC(F)(F)c1cccc(NC(=S)N2CCN(c3ccccc3)CC2)c1 | -5% | 1% | 7% | -16% | 1.8%
COc1cccc(NC(=S)N2CCC(C(=O)c3ccc(F)cc3)CC2)c1 | / | / | / | -4% | 1.1%
Cc1ccc(S(=O)(=O)N2N=C3CCCCC3C2(O)C(F)(F)F)cc1 (stereo not drawn) | 10% | 13% | 18% | 3% | 0.1%
CCOC(=O)C1=C(c2ccccc2)NC(=O)NC1c1cc(OC)c(OC)cc1OC (stereo not drawn) | -4% | -4% | -1% | 0% | i
CCCCc1cc(=O)oc2cc(C)cc(OCC(=O)N3CCC(C(=O)O)CC3)c12 | -9% | -16% | -17% | 5% | 0.1%
C[C@H](NC(=O)c1nc[nH]c1C(=O)N1CCNCC1)C(=O)OC(C)(C)C | -4% | 1% | -4% | 0% | 0.6%
Cn1c(=O)c2c(nc(N/N=C/c3cccs3)n2Cc2ccc(Br)cc2)n(C)c1=O | 3% | 8% | -9% | 2% | 1.0%

The results go on:
SMILES | PhoP GFP inhibition | H37Rv inhibition | tuberculosis growth | H1N1 NS1A inhibition | inhibitors of VEEV | others
COc1ccc(Cl)cc1NC(=O)c1nnn(CC(=O)Nc2ccc(C)c(C)c2)c1N | 3% | 7% | -4% | -2% | 2.3%
O=C(CCc1ccccc1)N1N=C(c2ccncc2)CC1(O)C(F)(F)F (stereo not drawn) | 5% | -6% | -5% | -15% | 2.8%
C#CCOCCOCCOCCNc1nc(N2CCN(C(=O)[C@H](CCC(=O)O)n3cc(C(N)CC(C)C)nn3)CC2)nc(N2CCN(C(=O)[C@H](Cc3cc4ccccc4[nH]3)n3cc(C(N)CC(C)C)nn3)CC2)n1 (stereo partly drawn) | -8% | -4% | -13% | 8% | 0.5%
CN1CCc2nc(SCc3cccc(Br)c3)c(C#N)cc2C1 | 14% | ? | 49% | -13% | 60%
COc1ccc(C)cc1S(=O)(=O)N1CCN(C(=O)c2ncoc2-c2cccc(C)c2)CC1 | 9% | -21% | -7% | 0% | 1.5%
COc1cccc(NC(=O)CN(C)C(=O)c2cccnc2Nc2cccc(C(F)(F)F)c2)c1 | / | ? | 44% | -11% | ?
O=c1[nH]c(C2CCCN(S(=O)(=O)Cc3ccccc3)C2)nc2c1nnn2Cc1cccc(Cl)c1 (stereo not drawn) | -5% | -8% | -2% | 10% | 2.3%
CNC(=O)c1csc(-c2cccs2)n1 | -14% | -2% | -9% | 2% | 0.3%
Cc1cc(NC(=O)CSc2nnc(C3CC3)n2Cc2ccccc2)no1 | -22% | -6% | -1% | -21% | 0.1%
CNC(=S)NNC(=O)c1sc2cc(C(F)(F)F)cnc2c1-c1ccccn1 | 1% | -2% | -28% | -3% | 0.2% | inhibitors of VEEV 10K pilot screen=0.0
COc1ccc(Cl)cc1NC(=S)N(CCN1CCOCC1)C1CCN(C(C)=O)CC1 | 10% | -4% | -8% | 2% | 0.2%
CCOP(=O)(OCC)C(NC(=O)c1ccc(C)cc1)=C(Cl)Cl | -7% | 11% | 4% | -16% | i
CN(C(=O)c1cccc(NC(=O)Cc2cccc(NC(=O)C3CCCN(C(=O)C4CCC4)C3)c2)c1)C1CCC1 (stereo not drawn) | / | / | / | -9% | i
CCOC(=O)c1c(NC(=O)COC)sc2c1CCCC2 | 0% | 15% | 52% | -5% | 1.1%
O=C(O)CCC(=O)Nc1cccc(C(=O)c2ccccc2)c1 | 0% | -1% | -8% | -1% | 0.3%
O=C(OCCN1CCCCC1)c1ccc(Cl)cc1 | -8% | 0% | -4% | 5% | 0.4%
COc1ccc(-c2nc(NC(C)=O)sc2-c2ccc(OC)cc2)cc1 | -3% | 13% | 27% | -2% | 9.8%
COCCn1c(SCC(=O)Nc2ccccc2OC)nnc1-c1ccco1 | 1% | -6% | -7% | -13% | 1.4%
COc1ccc(CCNC(=O)c2cc3sccc3n2C)cc1OC | -1% | -5% | -1% | 2% | 6.6% | inhibitors of VEEV 10K pilot screen=1.9
C=CC[C@@H](CC(=O)N(CCO)Cc1ccccc1)C(=O)N[C@H](C)COC(=O)[C@@H](CC=C)Cc1ccc(F)cc1 | / | 9% | 22% | -5% | 0.8%
c1ccc(C2=Nc3cccnc3C(c3ccccc3)=NN2)cc1 | -8% | 6% | -7% | 0% | 1.2%
O=C(Nc1ccccn1)C1CCN(C(=O)c2ccc(F)cc2)CC1 | 3% | -2% | -3% | 6% | 0.1%
CCN(C[C@H]1N[C@@](CC)(C(=O)OC)[C@H]2C(=O)N(Cc3ccccc3)C(=O)[C@@H]12)S(=O)(=O)c1ccc(F)cc1 | / | -1% | 13% | -17% | 8.2%
COc1ccc(S(=O)(=O)N(C)CC(=O)NCCN2CCOCC2)cc1 | -2% | -3% | -9% | -4% | i
Cc1cc(C)c(OCC(=O)OCC(=O)NNC(=O)c2ccccc2F)c(C)c1 | / | 3% | -5% | -9% | 0.3%
C/C(CS(=O)(=O)c1ccccc1)=N\O | -4% | -3% | -8% | -6% | i
O=c1ccc(OCCOc2ccccc2)nn1-c1ccccc1 | -1% | 8% | 16% | 16% | 0.3%
COc1ccc(C)cc1S(=O)(=O)N(C)CC(=O)NCc1ccccn1 | -1% | 3% | -8% | 3% | i
COc1ccc(-c2c([C@H]3[C@H]4C=CC[C@@H](C)[C@@H]4C(=O)N3Cc3ccccc3)ccc3ccccc23)cc1OC | 10% | 4% | 61% | 8% | 2.5%
CCOc1cc(/C=C2/C(=O)ON=C2C)cc(Br)c1O | 21% | 3% | -10% | 7% | 2.8%
COc1ccc(OCC(=O)Nc2ccc(NC(=O)c3ccco3)c(C)c2)cc1 | / | / | / | 13% | i
O=C1NC[C@@H](c2ccccc2)OC(=O)[C@@H](Cc2ccc(F)cc2)C/C=C\C[C@@H]1CC(=O)N(CCO)Cc1ccccc1 | / | -1% | 20% | -5% | 4.0%
COCCn1c(N2CCN(c3ccc(OC)cc3)CC2)nc2c1c(=O)[nH]c(=O)n2C | 1% | 0% | -6% | -4% | 0.1%
COC(=O)c1ccc(C)c(NC(=O)Cc2coc3cc(OC)ccc23)c1 | -1% | -4% | 19% | -18% | i
CCOc1ccc(N(CC(=O)N2CCN(c3ccccc3F)CC2)S(=O)(=O)c2c(C)noc2C)cc1 | -4% | 1% | 1% | 11% | 0.9%

High-throughput results from PubChem.
